Screens (PubChem)
dFosB act: activators of delta FosB homodimer, primary screen, biochemical, fluorescence polarization, TAMRA-CDK5 oligo, single point; Protein FosB (Mus musculus), P13346; purified delta FosB; percent of positive-control signal above neutral wells; activation, % at 25 µM; actives 0.99% (n = 340,000); AID 493131, 2011;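 active = mean activation above about 17%, with every replicate also reaching it, limit read from the data, passing the limit was not always enough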;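 note: fluorescence polarization rise as delta FosB binds a TAMRA Cdk5 AP-1 oligo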
Target sequence (P13346 whole entry, looked up): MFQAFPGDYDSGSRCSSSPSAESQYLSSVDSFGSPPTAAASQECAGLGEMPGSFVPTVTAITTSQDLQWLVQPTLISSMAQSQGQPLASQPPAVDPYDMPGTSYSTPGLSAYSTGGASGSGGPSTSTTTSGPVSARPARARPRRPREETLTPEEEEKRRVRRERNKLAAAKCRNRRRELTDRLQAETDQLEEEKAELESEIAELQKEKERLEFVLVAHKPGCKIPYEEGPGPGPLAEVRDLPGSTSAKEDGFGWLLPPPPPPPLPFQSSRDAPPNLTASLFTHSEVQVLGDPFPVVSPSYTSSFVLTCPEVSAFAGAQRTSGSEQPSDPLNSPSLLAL
Wnt bcat act: Wnt/beta-catenin pathway activators, primary screen, cell-based, plate reader, single point; Wnt/beta-catenin reporter cell assay, activator; actives 1.2% (n = 300,000); activation, % at 9.35 µM; in the data active = activation above about 30%, passing the limit was not always enough;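 note: 0% = neutral control wells and 100% = positive control wells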
RTF Ca sens act: cardiac RTF calcium sensitivity activators, primary screen, biochemical, IANBD-TnC fluorescence, EC20 calcium | Troponin I, cardiac muscle (Homo sapiens) + Troponin T, cardiac muscle (Homo sapiens) + … | IANBD-labeled TnC RTF fluorescence at EC20 calcium; 0% EC20 calcium, 100% full calcium | activation, % at 7.2 µM | actives 0.24% (n = 340,000);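 active = activation above the mean over all tested compounds plus 3 SD, cut at about 30% in these data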;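 note: rise in fluorescence read as greater calcium sensitivity of cardiac thin filaments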
HTR5A ag: HTR5A agonists in luminescence cell assay, primary screen, counter-screen for OPRM1-OPRD1 heterodimer agonist project, full-deck HTS; cell-based; activation, % at 9.3 µM; 5-hydroxytryptamine receptor 5A (Homo sapiens), P47898; actives 0.61% (n = 340,000); in the data active = activation mostly above about 9.5%, no sharp cut-off; inactive = mostly below about 7.6%;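 note: 0% = cells with vehicle only and 100% = reference agonist; strong numbers were not always called active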
Target sequence (P47898 whole entry, looked up): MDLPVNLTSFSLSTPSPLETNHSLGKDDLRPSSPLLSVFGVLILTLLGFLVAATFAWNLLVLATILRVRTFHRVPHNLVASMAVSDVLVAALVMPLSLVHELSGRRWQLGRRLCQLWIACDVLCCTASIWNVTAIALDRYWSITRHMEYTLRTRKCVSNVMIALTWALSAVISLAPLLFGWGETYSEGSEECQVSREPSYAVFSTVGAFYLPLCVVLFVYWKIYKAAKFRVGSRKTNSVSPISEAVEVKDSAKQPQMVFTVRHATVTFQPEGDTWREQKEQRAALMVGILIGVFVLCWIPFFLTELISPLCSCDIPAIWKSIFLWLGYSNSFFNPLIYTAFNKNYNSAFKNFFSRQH
SR-BI uptake up: activators of SR-BI mediated DiI-HDL uptake, primary screen, ldlA[mSR-BI] CHO cells, DiI fluorescence; 3 h; 100 = double the neutral-control signal; activation, % at 12.5 µM; actives 0.096% (n = 320,000); AID 504775, 2011;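 active = mean replicate activation of at least 60% and every replicate at or above 60%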;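 note: 0% = median plate neutral-control signal and 100% = twice that signal; values of inactives mirror those of a sister screen read the other way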
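Test system: SR-BI-overexpressing, LDLR-lacking CHO cells; Medium: Ham's F12 with 0.5% BSA, HEPES 25 mM, pH 7.4; Schedule: 3 h, 37 °C; Technique: bottom-read fluorescence, 550/595 nm.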
PvdQ inh: P. aeruginosa PvdQ acylase inhibitors, primary screen, biochemical, fluorescence, plate reader and imaging, single point; purified PvdQ acylase; inhibition, % at 10 µM; actives 0.063% (n = 340,000); in the data active = inhibition above about 30%, passing the limit was not always enough;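 note: 0% = vehicle neutral wells and 100% = reference inhibitor wells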
SR-BI HDL uptake: inhibitors of SR-BI mediated HDL lipid uptake, primary screen, ldlA[mSR-BI] cells, fluorescence, single point; Scavenger receptor class B member 1 (Mus musculus), Q61009; ldlA[mSR-BI] CHO cells, DiI-HDL uptake fluorescence, 3 h; inhibition, % at 12.5 µM; actives 0.96% (n = 320,000); AID 488896, 2010;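 active = mean replicate inhibition of at least 70% and a set share of replicates each scoring 70 or more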;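 note: 0% = median of neutral control wells and 100% = median of positive control wells; values of inactives mirror those of a sister screen read the other way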
Rtt109 Vps75: inhibitors of C. albicans Rtt109/Vps75 HAT, primary screen, biochemical, ThioGlo CoA-SH fluorescence, plate reader. actives 0.16% (n = 330,000). AID 540336, 2011. purified Rtt109/Vps75, 4 h. inhibition, % at 34.9 µM;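 active = inhibition of at least 50% in every replicate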
Target sequence (Q5AAJ8 whole entry, looked up): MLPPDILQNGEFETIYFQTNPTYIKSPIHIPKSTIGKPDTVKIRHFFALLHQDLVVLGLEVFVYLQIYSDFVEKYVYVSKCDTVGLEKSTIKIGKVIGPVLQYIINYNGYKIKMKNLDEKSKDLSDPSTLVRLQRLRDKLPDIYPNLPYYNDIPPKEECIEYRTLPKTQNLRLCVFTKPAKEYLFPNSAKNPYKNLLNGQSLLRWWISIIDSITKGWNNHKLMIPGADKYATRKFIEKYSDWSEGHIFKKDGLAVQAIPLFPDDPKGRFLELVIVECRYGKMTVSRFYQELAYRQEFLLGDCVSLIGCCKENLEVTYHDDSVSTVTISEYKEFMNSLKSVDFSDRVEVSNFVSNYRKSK
MITF act: activators of MITF-driven TRPM1 promoter reporter, primary screen, cell-based, SK-MEL-5, luciferase, single point; SK-MEL-5 TRPM1-promoter luciferase, 24 h; % of positive control, neutral wells = 0; activation, % at 12.5 µM; actives 0.75% (n = 300,000); AID 588334, 2011;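 active = mean activation of at least 80% with every replicate also reaching 80%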;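 note: 0% = neutral control wells and 100% = parthenolide positive control wells; values of inactives mirror those of a sister screen read the other way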
CDK5 p35 inh: inhibitors of human CDK5/p35 kinase, primary screen, biochemical, single concentration; inhibition, % at 10 µM; Recombinant CDK5/p35, ADP-Glo luminescence, 60 min; actives 0.01% (n = 330,000); AID 488839, 2010;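 active = highest replicate inhibition of at least 50% and at least 75% of replicates reaching 50%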;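 note: plate controls were DMSO neutral control for no effect and GW8510 at 10 µM for full effect; many of its hits are not listed in these tables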
Active calls of the source: *; & = joins results of further samples.

CS(=O)(=O)ON=C1CCN(S(=O)(=O)c2ccccc2)CC1 was read as dFosB act 1, Wnt bcat act -1, RTF Ca sens act 2, HTR5A ag -2, SR-BI uptake up 20, PvdQ inh -16, SR-BI HDL uptake -20, Rtt109 Vps75 -4, MITF act 20 and CDK5 p35 inh 1.8.
For O=C(Nc1ccccc1N1CCOCC1)c1cccnc1 the results were dFosB act 5, Wnt bcat act -1, RTF Ca sens act 1, HTR5A ag 3, SR-BI uptake up -3, PvdQ inh -18, SR-BI HDL uptake 3, Rtt109 Vps75 -3, MITF act -3 and CDK5 p35 inh 0.1.
NS(=O)(=O)c1ccc(NC(=O)c2ccc(CSc3ccccc3)o2)cc1 was read as dFosB act 34*, Wnt bcat act 4, RTF Ca sens act -4, HTR5A ag 8, SR-BI uptake up -15, PvdQ inh -25, SR-BI HDL uptake 15, Rtt109 Vps75 -13, MITF act -1 and CDK5 p35 inh -0.9.
`CC1CN(C(=O)c2cc(S(=O)(=O)N3CCCC3)c(Cl)cc2Cl)CC(C)O1` (stereo not given) gave dFosB act -11, RTF Ca sens act 3, HTR5A ag 1, SR-BI uptake up 56, PvdQ inh -6, SR-BI HDL uptake -56, Rtt109 Vps75 1, MITF act -2 and CDK5 p35 inh -0.7.
`CN1CCC(=NNC(=O)c2ccc(N(Cc3ccccc3Cl)S(C)(=O)=O)cc2)CC1` gave dFosB act 0, RTF Ca sens act 1, HTR5A ag 0, SR-BI uptake up 5, PvdQ inh 2, SR-BI HDL uptake -5, Rtt109 Vps75 19, MITF act 5 and CDK5 p35 inh -0.7.
CS(=O)(=O)c1ccc2nc(NC(=O)CCNC(=O)c3ccc([N+](=O)[O-])cc3)sc2c1 was read as dFosB act -10, Wnt bcat act 7, RTF Ca sens act -2, HTR5A ag 20*, SR-BI uptake up 9, PvdQ inh -15, SR-BI HDL uptake -9, Rtt109 Vps75 -1, MITF act 1 and CDK5 p35 inh 1.8.
For COc1cc(NC(=O)c2cc([N+](=O)[O-])ccc2N2CCOCC2)ccc1NC(=O)c1ccco1 the results were dFosB act 0, Wnt bcat act 0, RTF Ca sens act 6, HTR5A ag 5, SR-BI uptake up -80, PvdQ inh -3, SR-BI HDL uptake 80*, Rtt109 Vps75 2, MITF act 7 and CDK5 p35 inh -1.2.
For CN1CCN(S(=O)(=O)c2cc([N+](=O)[O-])ccc2Cl)CC1 the results were dFosB act 3, Wnt bcat act 4, RTF Ca sens act -3, HTR5A ag -4, SR-BI uptake up 5, PvdQ inh 3, SR-BI HDL uptake -5, Rtt109 Vps75 -4, MITF act -2 and CDK5 p35 inh -1.2.
Cc1[nH]nc(SCC(=O)N2CCC(C)CC2)c1[N+](=O)[O-] was read as dFosB act 1, Wnt bcat act 16, RTF Ca sens act 3, HTR5A ag 3, SR-BI uptake up 1, PvdQ inh -10, SR-BI HDL uptake -1, Rtt109 Vps75 -5 and CDK5 p35 inh 0.7.
O=C(Nc1ccccc1)c1nc[nH]c1C(=O)NCCCCCCNC(=O)c1[nH]cnc1C(=O)Nc1ccccc1 was read as dFosB act -9, Wnt bcat act -12, RTF Ca sens act 6, HTR5A ag 0, SR-BI uptake up -1, PvdQ inh -7, SR-BI HDL uptake 1, Rtt109 Vps75 -13, MITF act -13 and CDK5 p35 inh 0.7.
Screening Cc1ccc(NCCC(=O)c2ccc(Br)cc2)cc1 returned dFosB act 0, Wnt bcat act -10, RTF Ca sens act 9, HTR5A ag -4, SR-BI uptake up 4, PvdQ inh -4, SR-BI HDL uptake -4, Rtt109 Vps75 9, MITF act 18 and CDK5 p35 inh -0.6.
`Cc1ccnn1C(C)C(=O)O` (stereo not given) gave dFosB act 9, Wnt bcat act -2, RTF Ca sens act -5, HTR5A ag -1, SR-BI uptake up 12, PvdQ inh -3, SR-BI HDL uptake -12, Rtt109 Vps75 0, MITF act -5 and CDK5 p35 inh 1.0.
For O=C1C=C(c2ccoc2)N2CCC[C@H]2C1 the results were dFosB act 5, Wnt bcat act 1, RTF Ca sens act 0, HTR5A ag 0, SR-BI uptake up 11, PvdQ inh -19, SR-BI HDL uptake -11, Rtt109 Vps75 5, MITF act 7 and CDK5 p35 inh 0.4.
CC[N+](C)(C)c1cccc(O)c1 was read as dFosB act -4, Wnt bcat act -4, RTF Ca sens act 16, HTR5A ag 6, SR-BI uptake up -10, PvdQ inh -17, SR-BI HDL uptake 10, Rtt109 Vps75 -3, MITF act 19 and CDK5 p35 inh -7.9.
For Cc1ccc(CCNC(=O)C2CCN(S(=O)(=O)N3CCC4(CC3)OCCO4)CC2)cc1 the results were dFosB act -4, Wnt bcat act -1, RTF Ca sens act 0, HTR5A ag 1, SR-BI uptake up 4, PvdQ inh -5, SR-BI HDL uptake -4, MITF act 9 and CDK5 p35 inh 1.5.
Screening CC1(NC(=O)c2cc(-c3cccs3)nn2-c2ccccc2)CCS(=O)(=O)C1 (stereo not given) returned dFosB act -13, Wnt bcat act -2, RTF Ca sens act -3, HTR5A ag 9, SR-BI uptake up -10, PvdQ inh 0, SR-BI HDL uptake 10, Rtt109 Vps75 -1, MITF act -5 and CDK5 p35 inh 3.0.
For CCOC(=O)N1CCN(C(=O)CSc2nc3c(cnn3-c3ccccc3)c(=O)[nH]2)CC1 the results were dFosB act -8, Wnt bcat act -2, RTF Ca sens act 13, HTR5A ag 0, SR-BI uptake up 32, PvdQ inh -11, SR-BI HDL uptake -32, Rtt109 Vps75 -2, MITF act 7 and CDK5 p35 inh 0.4.
CCC1(CC)C(=O)NC(=O)NC1=NCCc1ccc(O)cc1 was read as dFosB act 14, RTF Ca sens act 0, HTR5A ag 7, SR-BI uptake up 9, PvdQ inh -10, SR-BI HDL uptake -9, Rtt109 Vps75 -5, MITF act 1 and CDK5 p35 inh 0.7.
For CCCCc1nnc(NC(=O)Cn2cnc3ccccc3c2=O)s1 the results were dFosB act -12, Wnt bcat act -1, RTF Ca sens act 6, HTR5A ag 4, SR-BI uptake up 6, PvdQ inh -14, SR-BI HDL uptake -6, Rtt109 Vps75 -1, MITF act -11 and CDK5 p35 inh -0.8.
CC(C)CNC(=S)NNC(=O)CC(C)O (stereo not given) was read as dFosB act -2, Wnt bcat act 0, RTF Ca sens act -1, HTR5A ag -3, SR-BI uptake up 8, PvdQ inh -5, SR-BI HDL uptake -8, Rtt109 Vps75 -2, MITF act -6 and CDK5 p35 inh -3.8.
COc1ccc(NC(=O)C2C(=O)N(CCO)C3(C)CC2c2ccccc2O3)cc1 (stereo not given) was read as dFosB act -11, Wnt bcat act 5, RTF Ca sens act 1, HTR5A ag -1, SR-BI uptake up 14&-28, PvdQ inh -7&12, SR-BI HDL uptake -14&28, Rtt109 Vps75 -3&0, MITF act 2 and CDK5 p35 inh 2.0.
For Cc1cccc(NCC(=O)c2c(N)n(C)c(=O)n(C)c2=O)c1C the results were dFosB act -13, Wnt bcat act -2, RTF Ca sens act 0, HTR5A ag 6, SR-BI uptake up 4, PvdQ inh -15, SR-BI HDL uptake -4, Rtt109 Vps75 9, MITF act -14 and CDK5 p35 inh -1.1.
COc1ccccc1C(O)(c1ccccc1)C(CN1CCOCC1)c1ccccc1 (stereo not given) was read as dFosB act -5, Wnt bcat act 0, RTF Ca sens act -2, HTR5A ag 2, SR-BI uptake up 20, PvdQ inh -5, SR-BI HDL uptake -20, Rtt109 Vps75 -1, MITF act -8 and CDK5 p35 inh 0.8.
Cn1c(=O)[nH]c(=O)c2c1nc(Br)n2CCSc1nnnn1-c1ccccc1 was read as dFosB act -11, Wnt bcat act -7, RTF Ca sens act -5, HTR5A ag 10, SR-BI uptake up 16, PvdQ inh -7, SR-BI HDL uptake -16, Rtt109 Vps75 -11, MITF act -12 and CDK5 p35 inh 0.3.
COc1ccc(Cc2nnc3sc(SCC(=O)Nc4ccccc4)nn3c2=O)cc1OC was read as dFosB act -2, Wnt bcat act -4, RTF Ca sens act 0, HTR5A ag 9, SR-BI uptake up 21, PvdQ inh -12, SR-BI HDL uptake -21, Rtt109 Vps75 0, MITF act 16 and CDK5 p35 inh -1.5.
`O=C(c1c[nH]c2ccc(S(=O)(=O)N3CCC4(CC3)OCCO4)cc2c1=O)N1CCOCC1` gave dFosB act -5, RTF Ca sens act 2, HTR5A ag 0, SR-BI uptake up 19, PvdQ inh 0, SR-BI HDL uptake -18, Rtt109 Vps75 4, MITF act 4 and CDK5 p35 inh -1.0.

Compounds from the list above that contain an aryl thioether with sulfur outside any ring, in the order listed:
NS(=O)(=O)c1ccc(NC(=O)c2ccc(CSc3ccccc3)o2)cc1 was read as dFosB act 34*, Wnt bcat act 4, RTF Ca sens act -4, HTR5A ag 8, SR-BI uptake up -15, PvdQ inh -25, SR-BI HDL uptake 15, Rtt109 Vps75 -13, MITF act -1 and CDK5 p35 inh -0.9.
Cc1[nH]nc(SCC(=O)N2CCC(C)CC2)c1[N+](=O)[O-] was read as dFosB act 1, Wnt bcat act 16, RTF Ca sens act 3, HTR5A ag 3, SR-BI uptake up 1, PvdQ inh -10, SR-BI HDL uptake -1, Rtt109 Vps75 -5 and CDK5 p35 inh 0.7.
For CCOC(=O)N1CCN(C(=O)CSc2nc3c(cnn3-c3ccccc3)c(=O)[nH]2)CC1 the results were dFosB act -8, Wnt bcat act -2, RTF Ca sens act 13, HTR5A ag 0, SR-BI uptake up 32, PvdQ inh -11, SR-BI HDL uptake -32, Rtt109 Vps75 -2, MITF act 7 and CDK5 p35 inh 0.4.
Cn1c(=O)[nH]c(=O)c2c1nc(Br)n2CCSc1nnnn1-c1ccccc1 was read as dFosB act -11, Wnt bcat act -7, RTF Ca sens act -5, HTR5A ag 10, SR-BI uptake up 16, PvdQ inh -7, SR-BI HDL uptake -16, Rtt109 Vps75 -11, MITF act -12 and CDK5 p35 inh 0.3.
COc1ccc(Cc2nnc3sc(SCC(=O)Nc4ccccc4)nn3c2=O)cc1OC was read as dFosB act -2, Wnt bcat act -4, RTF Ca sens act 0, HTR5A ag 9, SR-BI uptake up 21, PvdQ inh -12, SR-BI HDL uptake -21, Rtt109 Vps75 0, MITF act 16 and CDK5 p35 inh -1.5.

Copied from above (2 entries):
COc1ccc(Cc2nnc3sc(SCC(=O)Nc4ccccc4)nn3c2=O)cc1OC was read as dFosB act -2, Wnt bcat act -4, RTF Ca sens act 0, HTR5A ag 9, SR-BI uptake up 21, PvdQ inh -12, SR-BI HDL uptake -21, Rtt109 Vps75 0, MITF act 16 and CDK5 p35 inh -1.5.
`O=C(c1c[nH]c2ccc(S(=O)(=O)N3CCC4(CC3)OCCO4)cc2c1=O)N1CCOCC1` gave dFosB act -5, RTF Ca sens act 2, HTR5A ag 0, SR-BI uptake up 19, PvdQ inh 0, SR-BI HDL uptake -18, Rtt109 Vps75 4, MITF act 4 and CDK5 p35 inh -1.0.
